Screening data from PubChem BioAssay.
TAAR1 ag: human TAAR1 agonism | Q96RJ0 | 360,000 tested, 0.99% active | CHO RD-HGA16 TAAR1, Fluo-8 calcium fluorescence; vehicle wells 0%, saturating PEA agonist 100% | activation, % at 3 µM | AID 624467;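 active means activation above the mean activation of all test compounds in the run plus 3 SD, cut at about 38% in these data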
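Test system: RD-HGA16 (CHO) cells co-expressing Gα16 and hTAAR1 / Benchmarks: DMSO vehicle as 0%, PEA at EC100 as 100% / Repeats: no replicates (n 1) / Measure: % activation from peak over basal fluorescence ratio, DMSO-to-PEA scaled / Timing: 17-24 h plating, Fluo-8 75 min 37 °C, 30 min RT / Technique: kinetic Fluo-8 calcium fluorescence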
M1 ag parental: nonselective activator or artifact in parental CHO-K1 cells; AID 602248; 360,000 tested, 0.48% active; activation, % at 3 µM; Fluo-8 calcium fluorescence; scaled to maximal ATP response, vehicle zero; in the data active means activation above about 15%;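 further: untransfected CHO-K1 host cells lacking M1 receptor as counterscreen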
CHO-K1 Ca antag: nonselective inhibitor or artifact in parental CHO-K1 cells | ATP-induced calcium, Fluo-8 fluorescence | AID 602250 | inhibition, % at 3 µM | 360,000 tested, 0.6% active;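 active means inhibition above a per-plate cutoff, the plate's mean sample inhibition plus 3 SD, cut at about 24% in these data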;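 further: 0% = DMSO plus EC80 ATP and 100% = DMSO alone without ATP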
CHO parental Ca: counter-screen: ATP calcium response change in parental CHO cells; parental CHO-K1, ATP-induced calcium, Fluo-8 fluorescence; inhibition, % at 5.6 µM; 330,000 tested, 0.63% active;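 active means inhibition above that plate's mean sample inhibition plus 3 SD, cut at about 26% in these data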;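 further: 0% = ATP-challenged DMSO wells and 100% = DMSO wells without ATP; some compounds past the cut are filed as inactive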
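Test system: untransfected parental CHO cell line. Compound: one dose, 5.6 µM nominal. Detection: intracellular calcium via Fluo-8 no-wash fluorescent dye. Measure: % inhibition. Benchmarks: ATP-challenged DMSO wells low, unchallenged DMSO wells high.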
OXTR potentiator: potentiates the human oxytocin receptor response. 320,000 tested, 0.061% active. activation, % at 3 µM. CHO-OTR cells, Fluo-8 calcium fluorescence, potentiator mode; 0% = oxytocin EC15, 100% = EC100. P30559. AID 2445;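 active means activation above that plate's cutoff, the mean activation of tested compounds plus 3 SD, cut at about 6.6% in these data, passing the limit was not always enough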;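 further: 100% uses oxytocin at 75 nM as the full agonist control; some results filed as inactive read as strong as hits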
Target sequence (P30559 whole entry, looked up): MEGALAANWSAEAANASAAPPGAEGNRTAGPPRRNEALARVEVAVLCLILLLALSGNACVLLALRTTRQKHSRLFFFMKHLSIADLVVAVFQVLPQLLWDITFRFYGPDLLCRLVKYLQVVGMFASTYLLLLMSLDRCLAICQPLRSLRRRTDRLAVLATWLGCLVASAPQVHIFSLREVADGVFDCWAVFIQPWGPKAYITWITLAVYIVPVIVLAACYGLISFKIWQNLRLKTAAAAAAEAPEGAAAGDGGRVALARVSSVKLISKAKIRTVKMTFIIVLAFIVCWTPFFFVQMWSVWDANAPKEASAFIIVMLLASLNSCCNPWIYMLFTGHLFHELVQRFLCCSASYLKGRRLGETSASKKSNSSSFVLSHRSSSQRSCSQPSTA
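Replication – single well per compound, singlicate · Assay system – CHO cell line stably expressing human OTR · Timing – 6 min pre-incubation, 100 s read · Measure – normalized max/min fluorescence ratio, % activation · Doses – 3.0 µM, one dose · Detection – Fluo-8 calcium dye fluorescence · Probe or stimulus – oxytocin near EC15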
CHO-K1 Ca PAM: counter-screen for M1 PAMs: effect in parental CHO-K1 cells | 360,000 tested, 0.02% active | ATP EC20, Fluo-8 calcium fluorescence; 0% at ATP EC20, 100% at ATP max | activation, % at 3 µM;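 active means activation above the run cutoff, the mean activation of all test compounds plus 3 SD, cut at about 40% in these data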;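 further: peak over basal fluorescence ratio in a 140 s read after ATP addition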
V1aR counter: counter-screen for oxytocin receptor agonists: human V1a receptor agonists. 320,000 tested, 0.25% active. activation, % at 3 µM. AID 2797. CHO-V1R cells, Fluo-8 calcium fluorescence, agonist mode; 0% DMSO, 100% 3 nM vasopressin;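 active means activation above the mean activation of all tested compounds plus 3 SD, per screening run, cut at about 20% in these data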;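 further: signal is peak over basal fluorescence ratio across a 100 second FLIPR read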
TAAR1 antagonist: human TAAR1 antagonism; CHO RD-HGA16 TAAR1, Fluo-8 calcium fluorescence, antagonist; 360,000 tested, 1.5% active; AID 624466; inhibition, % at 3 µM; Q96RJ0;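 active means inhibition above a per-plate cutoff, the mean inhibition of test compounds on that plate plus 3 SD, cut at about 49% in these data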;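 further: 0% = DMSO plus EC80 beta-PEA response and 100% = DMSO alone without agonist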
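Test system: RD-HGA16 CHO cells with stable hTAAR1 and Gα16 / Probe or stimulus: EC80 β-phenethylamine stimulus / Times: seeding 17-24 h prior, 75-min 37 °C, 30-min RT dye loading / Detection: Fluo-8 calcium-sensitive fluorescence / Read-out basis: % inhibition scaled between DMSO and EC80 PEA controls / Repeats: singlicate, one well per test compound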
CHRM1 agonist: activates human CHRM1 receptor; P11229; CHO-K1 hM1, Fluo-8 calcium fluorescence, agonist mode; 0% DMSO, 100% acetylcholine EC100; activation, % at 3 µM; 360,000 tested, 0.33% active;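 active means activation above the run's mean compound activation plus 3 SD, cut at about 16% in these data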;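 further: peak over basal fluorescence ratio within a 140 s kinetic read after compound addition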
Target sequence (P11229 whole entry, looked up): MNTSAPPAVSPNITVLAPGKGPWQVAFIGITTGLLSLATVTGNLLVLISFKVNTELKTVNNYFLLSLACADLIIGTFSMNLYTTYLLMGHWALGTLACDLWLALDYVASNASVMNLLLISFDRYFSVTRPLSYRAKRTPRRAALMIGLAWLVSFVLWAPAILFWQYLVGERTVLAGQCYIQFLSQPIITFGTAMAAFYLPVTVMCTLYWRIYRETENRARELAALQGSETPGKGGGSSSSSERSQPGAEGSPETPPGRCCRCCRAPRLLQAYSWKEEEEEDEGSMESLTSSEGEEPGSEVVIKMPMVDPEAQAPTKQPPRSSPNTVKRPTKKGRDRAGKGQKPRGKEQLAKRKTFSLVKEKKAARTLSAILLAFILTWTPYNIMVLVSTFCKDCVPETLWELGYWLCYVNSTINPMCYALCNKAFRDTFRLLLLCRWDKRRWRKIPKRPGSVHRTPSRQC
An asterisk follows results filed as active; . = not tested or not shown.

SMILES	TAAR1 ag	M1 ag parental	CHO-K1 Ca antag	CHO parental Ca	OXTR potentiator	CHO-K1 Ca PAM	V1aR counter	TAAR1 antagonist	CHRM1 agonist
COc1ccc(NC(=S)NN2CCOCC2)cc1OC	1	-0.5	3	-7	2	-6	-0.1	3	-5
CN1CCN(C(=O)/C(=C/c2cccs2)NC(=O)c2cccs2)CC1	2	0.6	-13	-4	-12	21	0.9	-18	-11
CSCCC(NS(=O)(=O)c1ccc2c(c1)Cc1cc(S(=O)(=O)NC(CCSC)C(=O)O)ccc1-2)C(=O)O (configuration not stated)	4	0.1	-10	-10	0	18	-0.5	-8	-2
CC(C)(C)SCCNS(=O)(=O)c1ccc2ccccc2c1	3	4.5	-26	-17	-6	17	-0.8	11	-5
CN(C(=O)COn1nnc2ccc(S(=O)(=O)N3CCOCC3)cc21)c1ccccc1	2	0.1	8	-1	-3	-8	-0.2	-25	-1
C=CCC[C@@H](Cc1ccc(F)cc1)C(=O)OC[C@@H](NC(=O)[C@H](CC=C)CC(=O)N(CCO)Cc1ccccc1)c1ccccc1	4	1.2	-8	-2	-11	6	2.9	61*	-1
CSc1nc(C2CC2)cc(-c2cccs2)c1C#N	5	-0.4	12	-16	-5	-12	1.4	-12	5
CCCCOCC(O)Cn1c(C)nc2ccccc21 (configuration not stated)	11	1.9	1	-14	-7	-2	1.5	-21	-5
Cc1ccccc1NC(=O)COc1ccc(S(=O)(=O)N2CCCC2)cc1C	3	0.0	-6	-15	1	5	0.8	-18	0
CCOc1ccc2nc(SC3CC(=O)N(c4ccc(OC)cc4)C3=O)sc2c1 (configuration not stated)	2	0.3	-8	-16	-16	14	-0.3	3	-3
O=C(O)C(F)(F)C(NCc1ccccc1)c1ccccc1 (configuration not stated)	0	0.5	-12	-6	-4	17	0.6	4	-2
C[C@@H]1CCCCO[C@H](CN(C)S(=O)(=O)c2cn(C)cn2)[C@@H](C)CN([C@H](C)CO)C(=O)c2cc(NC(=O)c3ccncc3)ccc2O1	3	0.6	-4	.	.	-3	.	-20	-4
CCCn1c(CN(Cc2ccccc2)Cc2ccccc2)nc2c1c(=O)n(C)c(=O)n2C	.	0.2	6	-28	-8	16	-0.2	.	-9
CC[C@H](C)NC(=O)c1ccc(Cn2c(=S)[nH]c3c([nH]c4ccc(OC)cc43)c2=O)cc1	3	0.2	-7	-10	-8	11	-0.2	-30	-4
CN1C(=O)Cc2cc(S(=O)(=O)NCCc3ccccc3)ccc21	17	3.2	-11	-2	-6	0	1.4	-6	-4
CCn1c(SCC(=O)OC)nnc1-c1ccc(C)cc1	0	0.8	-3	-5	-2	7	-0.8	1	-1
Cc1ccc(C2=Nc3ccccc3N=C(c3ccc([N+](=O)[O-])cc3)C2)c(O)c1	0	1.3	-4	-7	-9	11	-0.3	10	-6
CCC1CCCCN1C(=S)NCc1ccccc1 (configuration not stated)	4	-0.3	1	-10	-7	-5	0.1	-25	-10
COc1ccccc1Cn1c(SCC(N)=O)nc2c(oc3ccccc32)c1=O	14	3.4	3	.	.	19	.	21	-3
CCCNS(=O)(=O)c1ccc(OCC(=O)Nc2ccc3c(c2)OCCO3)cc1	3	0.9	-15	-6	-8	-2	0.1	-4	-4
COc1ccc(C(=O)NCCn2nc(C)cc2C)cc1OC1CCN(C(C)=O)CC1	1	0.6	-5	3	-4	-8	-0.7	-6	-1
CCCCC[C@H]1CCCCC[C@@H](O)C[C@H](O)[C@H](O)/C=C/C(=O)O1	3	4.8	-7	.	.	-2	.	0	.
Cc1ccc2nc(SCC(=O)Nc3ncccn3)[nH]c2c1	-1	0.2	-14	-3	-8	7	1.4	0	-3
COC(=O)c1sc(NC(=O)COc2cccnc2[N+](=O)[O-])c(C(=O)OC)c1C	6	-0.1	-5	1	-1	-8	0.7	13	-1
COc1ccc(S(=O)(=O)NCc2ccc(C(=O)O)cc2)cc1	3	1.3	-7	5	-5	25	0.8	3	-4
CC(OC(=O)c1ccc(S(C)(=O)=O)c([N+](=O)[O-])c1)C(=O)NC1C2CC3CC(C2)CC1C3 (configuration not stated)	3	0.1	8	.	.	5	.	10	-1
COc1ccc(OC)c(S(=O)(=O)N(C)CC(=O)N2CCOCC2)c1	0	0.9	0	-13	2	0	0.8	-13	0
Oc1c(C(Nc2cccc(C(F)(F)F)c2)c2cccnc2)ccc2cccnc12 (configuration not stated)	3	2.5	-8	-16	1	22	-0.2	-21	-5
COc1ccccc1CNC(=O)c1ccccc1C(=O)NC(CC(C)C)C(=O)NCc1ccccc1OC (configuration not stated)	8	1.9	2	-27	-2	6	0.1	36	-1
Cc1ccc(CC(NC(=O)c2ccccc2)C(=O)NC(Cc2ccccc2)C(=O)O)cc1 (configuration not stated)	8	0.7	-6	12	-13	19	0.5	6	-2
Cn1c(SCC(=O)N2CCOCC2)nnc1-c1ccco1	2	0.0	-7	-1	1	-17	0.7	0	-1
CNC(=S)Nc1cccc(Cl)c1C	3	0.2	6	-1	4	-11	1.5	14	-6
O=S(=O)(c1ccc(S(=O)(=O)N(Cc2ccco2)Cc2ccccc2Cl)cc1)N1CCCC1	6	-0.3	4	-16	-10	0	1.1	-20	-4

Shown with two lines to a compound: 3 of the compounds above.
Values run as follows: TAAR1 ag | M1 ag parental | CHO-K1 Ca antag | CHO parental Ca | OXTR potentiator | CHO-K1 Ca PAM | V1aR counter | TAAR1 antagonist | CHRM1 agonist
> Cc1ccc(CC(NC(=O)c2ccccc2)C(=O)NC(Cc2ccccc2)C(=O)O)cc1 (configuration not stated)
  8 | 0.7 | -6 | 12 | -13 | 19 | 0.5 | 6 | -2
> Cn1c(SCC(=O)N2CCOCC2)nnc1-c1ccco1
  2 | 0.0 | -7 | -1 | 1 | -17 | 0.7 | 0 | -1
> CNC(=S)Nc1cccc(Cl)c1C
  3 | 0.2 | 6 | -1 | 4 | -11 | 1.5 | 14 | -6

Some of these compounds in order of the TAAR1 ag value, falling.
Compound | TAAR1 ag | CHRM1 agonist
COc1ccccc1CNC(=O)c1ccccc1C(=O)NC(CC(C)C)C(=O)NCc1ccccc1OC (configuration not stated) | 8 | -1
O=S(=O)(c1ccc(S(=O)(=O)N(Cc2ccco2)Cc2ccccc2Cl)cc1)N1CCCC1 | 6 | -4
CCCCC[C@H]1CCCCC[C@@H](O)C[C@H](O)[C@H](O)/C=C/C(=O)O1 | 3 | .

Record cards, as listed above. Order of screens: TAAR1 ag, M1 ag parental, CHO-K1 Ca antag, CHO parental Ca, OXTR potentiator, CHO-K1 Ca PAM, V1aR counter, TAAR1 antagonist, CHRM1 agonist
Shown for CNC(=S)Nc1cccc(Cl)c1C → 3, 0.2, 6, -1, 4, -11, 1.5, 14, -6
Shown for COc1ccc(C(=O)NCCn2nc(C)cc2C)cc1OC1CCN(C(C)=O)CC1 → 1, 0.6, -5, 3, -4, -8, -0.7, -6, -1
Shown for Cc1ccc2nc(SCC(=O)Nc3ncccn3)[nH]c2c1 → -1, 0.2, -14, -3, -8, 7, 1.4, 0, -3
Shown for COC(=O)c1sc(NC(=O)COc2cccnc2[N+](=O)[O-])c(C(=O)OC)c1C → 6, -0.1, -5, 1, -1, -8, 0.7, 13, -1
Shown for O=S(=O)(c1ccc(S(=O)(=O)N(Cc2ccco2)Cc2ccccc2Cl)cc1)N1CCCC1 → 6, -0.3, 4, -16, -10, 0, 1.1, -20, -4

Hits appear at their usual frequency; 3.3% or so of the library scored in one or more.
